Assay outcomes from PubChem.
NadD inh: inhibitors of S. aureus NadD, primary screen, biochemical, colorimetric, uHTS | Nicotinate-nucleotide adenylyltransferase NadD (Staphylococcus aureus N315) | 0.78% of 360,000 active | purified NadD enzyme, colorimetric absorbance read-out | inhibition, % at 20 µM | AID 602399, 2012; in the data active = inhibition above about 26%; note: some compounds past the cut are filed as inactive
Rpn11 block: Rpn11 (PSMD14) deubiquitinase inhibitors, primary screen, biochemical, fluorescence polarization, uHTS; 26S proteasome non-ATPase regulatory subunit 14 (Homo sapiens), O00487; AID 588493, 2011; human 26S proteasome, Ub4-pepOG fluorescence polarization; 20S core pre-blocked with epoxomicin; 0.59% of 360,000 active; calls only at 20 µM;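 active = inhibition at 20 µM, scaled to each plate's controls, above about 33%, limit read from the data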
PABP1 MLLE inh: inhibitors of PABP1 MLLE–PAM2 peptide binding, primary screen, biochemical, fluorescence polarization, FITC-PAM2, GST-MLLE | 0.36% of 360,000 active | inhibition, % at 20 µM | Polyadenylate-binding protein 1 (Homo sapiens), P11940 | AID 588489, 2011; in the data active = inhibition above about 35%, passing the limit was not always enough;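 note: plate controls were DMSO wells with GST-MLLE for no effect and wells lacking GST-MLLE protein for full effect; some results filed as inactive read as strong as hits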
STEP block: STEP phosphatase inhibitors, primary screen, biochemical, fluorescence intensity, uHTS. Tyrosine-protein phosphatase non-receptor type 5 (Homo sapiens), P54829. recombinant STEP, OMFP fluorogenic substrate. inhibition, % at 20 µM. 0.25% of 360,000 active. AID 588621, 2011;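 active = inhibition at 20 µM, scaled per plate between control wells, above about 37%, limit read from the data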;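 note: 0% = DMSO with enzyme and substrate and 100% = substrate only without enzyme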
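Also added – OMFP at 25 µM · Test system – STEP tyrosine phosphatase · Technique – FITC-channel fluorescence of OMFP product · Schedule – 20 min at room temperature, dark · Evaluation – control-normalized % inhibition with plate pattern correction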
Scp-1 inhibitor: Scp-1 phosphatase inhibitors, primary screen, biochemical, colorimetric, uHTS. 0.88% of 340,000 active. Carboxy-terminal domain RNA polymerase II polypeptide A small phosphatase 1 (Homo …. Recombinant Scp1, phosphopeptide, malachite green phosphate absorbance. inhibition, % at 20 µM;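 active = inhibition above about 50% at 20 µM, limit read from the data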;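 note: plate controls were DMSO wells with enzyme for no effect and wells lacking enzyme for full effect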
Target sequence (Q9GZU7 76-261 limits assumed): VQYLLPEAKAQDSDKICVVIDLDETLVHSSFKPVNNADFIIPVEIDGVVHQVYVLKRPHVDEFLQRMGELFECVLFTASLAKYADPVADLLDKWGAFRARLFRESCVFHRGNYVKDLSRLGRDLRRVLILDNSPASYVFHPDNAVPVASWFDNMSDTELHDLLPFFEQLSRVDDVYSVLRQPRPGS
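Test system: SCP-1 phosphatase catalytic domain, residues 76-261 | Compound dosing: One concentration, 20 µM, with 1.0% DMSO | Schedule: 45 min room-temperature reaction, 5 min colour, 30 min stabiliser | Detection: Absorbance at 630 nm | Read-out basis: % inhibition of SCP-1 phosphate liberation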
LMPTP block: LMPTP phosphatase inhibitors, primary screen, biochemical, fluorescence intensity, uHTS; Low molecular weight phosphotyrosine protein phosphatase (Homo sapiens), P24666; 0.22% of 360,000 active; recombinant LMPTP-A, OMFP fluorogenic substrate; inhibition, % at 20 µM; AID 651560, 2012;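 active = compounds that cut the enzyme signal by at least half of the control window in the single-dose screen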;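 note: plate controls were DMSO wells with enzyme plus substrate for no effect and substrate without enzyme for full effect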
Target sequence (P24666 whole entry, looked up): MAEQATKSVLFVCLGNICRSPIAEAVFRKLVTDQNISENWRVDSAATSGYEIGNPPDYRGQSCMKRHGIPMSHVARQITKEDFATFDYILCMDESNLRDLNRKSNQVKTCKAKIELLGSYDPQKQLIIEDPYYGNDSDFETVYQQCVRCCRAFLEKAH
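Test system: LMPTP-A phosphatase enzyme; input: 0.625 nM LMPTP-A final; reagent: OMFP substrate, 400 µM final; compound dosing: 20 µM single dose, 3% DMSO; incubation: 50 min dark incubation at room temperature; measured by: endpoint fluorescence intensity from OMFP dephosphorylation; measure: % inhibition relative to no-enzyme and uninhibited control wells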
SUMO1-SIM PPI: modulators of SUMO1 protein-protein interactions, primary screen, biochemical, uHTS; SUMO1 binding to a labelled peptide, TR-FRET, 1 h; inhibition, % at 20 µM; 0.33% of 360,000 active; in the data active = inhibition above about 37%
Target sequence (P63165 whole entry, looked up): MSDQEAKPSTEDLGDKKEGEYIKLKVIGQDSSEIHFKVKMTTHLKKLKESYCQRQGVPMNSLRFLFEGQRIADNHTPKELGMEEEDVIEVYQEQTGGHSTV
CSN inh: inhibitors of CSN-mediated cullin deneddylation, primary screen, biochemical, fluorescence polarization, uHTS | COP9 signalosome complex subunit 5 (Homo sapiens), Q92905 | 0.38% of 360,000 active | inhibition, % at 12.5 µM | Purified CSN, SCF-Nedd8-OG deneddylation | AID 651999, 2013;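 active = pattern-corrected inhibition above about 35%, with an unprinted fluorescence ratio check between 0.5 and 1.5, limit read from the data, passing the limit was not always enough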;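 note: 0% = enzyme with substrate and 100% = substrate without enzyme; some results filed as inactive read as strong as hits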
Target sequence (Q92905 whole entry, looked up, one chain of several): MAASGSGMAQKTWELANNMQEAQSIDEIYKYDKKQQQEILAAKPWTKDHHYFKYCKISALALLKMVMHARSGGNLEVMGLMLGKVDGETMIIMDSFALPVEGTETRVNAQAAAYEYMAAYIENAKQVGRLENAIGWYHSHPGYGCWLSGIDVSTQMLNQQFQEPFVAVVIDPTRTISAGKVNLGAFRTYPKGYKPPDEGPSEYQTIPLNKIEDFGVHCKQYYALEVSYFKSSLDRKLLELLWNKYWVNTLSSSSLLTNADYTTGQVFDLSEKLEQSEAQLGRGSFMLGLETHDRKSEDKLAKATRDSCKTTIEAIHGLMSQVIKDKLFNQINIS
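test system = HEK293T-derived human Csn5 enzyme | amount = 0.24 nM Csn5 enzyme, final concentration | medium = Tris/NaCl/DTT buffer, pH 7.5 | schedule = 90 min reaction at room temperature | signal = FP | evaluation = inhibition of Csn5 cleavage, % | compound dosing = single dose of 12.5 µM compound with 0.25% DMSO | probe or stimulus = 10 nM SCFSkp2-Nedd8OG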
DNMT1 block: human DNMT1 methyltransferase inhibitors, primary screen, biochemical, molecular beacon, fluorescence, HinP1I cleavage, uHTS; DNA (cytosine-5)-methyltransferase 1 (Homo sapiens), P26358; inhibition (reported as % activation of signal), % at 10 µM; 0.83% of 360,000 active; AID 588458, 2011; in the data active = inhibition above about 50%
TbMetRS inhib: T. brucei MetRS inhibitors, primary screen, biochemical, luminescence; methionyl-tRNA synthetase (Trypanosoma brucei brucei); purified T. brucei MetRS, ATP depletion, Kinase-Glo luminescence; inhibition, % at 11.9 µM; 0.4% of 360,000 active; AID 624268, 2012;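 active = inhibition above a per-plate cutoff of the control wells' mean inhibition plus 3 SD, cut at about 5.5% in these data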;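 note: 0% = DMSO wells median and 100% = median of wells with control inhibitor compound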
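Dosing: 11.9 µM single point; system: parasite MetRS enzyme; technique: luminescence of leftover ATP; times: 15 min enzyme-compound preincubation, 2 h reaction, 10 min detection, 25 °C; replicates: each compound tested once; read-out basis: percent inhibition relative to median high and low control wells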
Starred values were filed as active, the others as inactive; i = inactive; / = not tested or not shown. An unsorted share of the library; any-hit rate near 3.6%.

Value order: NadD inh | Rpn11 block | PABP1 MLLE inh | STEP block | Scp-1 inhibitor | LMPTP block | SUMO1-SIM PPI | CSN inh | DNMT1 block | TbMetRS inhib
(1) CCCN(C(=O)COC(=O)CCOc1ccccc1)c1c(N)n(Cc2ccccc2)c(=O)[nH]c1=O
→ -3 | i | 3 | -4 | 1 | 0.5 | 2 | -4 | -1 | -0.4
(2) CCc1nc2c(OCC(=O)c3ccc(Cl)cc3Cl)cccn2c1N(C=O)Cc1ccccc1
→ 15 | i | 4 | -1 | / | 0.3 | 1 | 9 | -8 | -0.3
(3) Cn1c(SCC(=O)NN2C(=O)NC(C)(c3ccccc3)C2=O)nnc1-c1ccncc1 (stereo not drawn)
→ 0 | i | -21 | -2 | 2 | 0.3 | 1 | 5 | 11 | -0.4
(4) CC(C)N(C(=O)COC(=O)c1cc(Cl)cc(Cl)c1N)C(C)C
→ -2 | i | 7 | -4 | -7 | 0.7 | 1 | -2 | 12 | 0.5
(5) Cc1ccc(C2=NN(CC(=O)O)C(=O)CC2)cc1
→ -7 | i | 4 | 3 | 9 | -0.8 | -3 | 1 | 5 | 1.8
(6) O=C(NCc1nnnn1-c1ccc(Cl)cc1)c1ccc(Br)o1
→ -4 | i | 13 | 3 | -5 | -0.3 | 9 | 2 | 3 | -0.2
(7) CSc1ncccc1C(=O)NC(C)C1CC2CCC1C2 (stereo not drawn)
→ -5 | i | 8 | -2 | -3 | -2.1 | -3 | -5 | 2 | -0.3
(8) C=CCSc1nc(C)cc(/C=C\c2ccccc2)c1C#N
→ 0 | i | -3 | 0 | -2 | -0.2 | 2 | -1 | 8 | 0.3
(9) CCOC(=O)COc1nc(-c2ccc(Cl)cc2)cc(-c2ccco2)c1C#N
→ 2 | i | -6 | -1 | -4 | 2.7 | 1 | 5 | -1 | -0.4
(10) O=C(C1CCCCC1)N1C[C@@H](O)[C@H](n2cc(C3CC3)nn2)C[C@@H]1c1ccc(Cl)cc1
→ -2 | i | 16 | 2 | / | -0.7 | 3 | -1 | 7 | -1.7
(11) CCc1noc(C)c1C(=O)Nc1ccc(Cl)c(S(=O)(=O)N2CCCCC2)c1
→ -9 | i | -12 | 0 | -10 | 0.8 | -1 | 4 | 0 | -0.4
(12) O=C(CSc1nnc(-c2cccs2)n1C1CC1)NCC1CCCO1 (stereo not drawn)
→ 0 | i | -1 | -2 | 10 | -0.9 | 2 | 2 | 0 | -0.1
(13) Cc1ccc(N=C2C(=O)Nc3ccccc32)c(C)c1
→ -6 | i | -9 | 2 | 18 | -0.2 | -26 | 0 | 1 | -1.2
(14) COc1ccc(CCN2C(=O)c3ccccc3C2(O)c2ncc[nH]2)cc1OC (stereo not drawn)
→ 0 | i | -6 | 0 | -10 | -0.5 | 2 | 0 | -1 | -0.1
(15) Cc1ccc(NC(=O)CN(C)S(=O)(=O)c2ccc3c(c2)n(C)c(=O)c(=O)n3C)cc1
→ -6 | i | 0 | 0 | -3 | -0.3 | -3 | 1 | -1 | -0.6
(16) Cc1ccc(NC(=O)COC(=O)c2ccc([N+](=O)[O-])o2)cc1S(=O)(=O)N1CCCCCC1
→ -8 | i | 9 | -4 | -14 | -0.6 | -7 | 0 | -7 | -1.5
(17) COC(=O)c1[nH]c2cccc(OC)c2c1NC(=O)CCN1CCN(c2ccccc2OC)CC1
→ -2 | i | -11 | 1 | -3 | -1.4 | -1 | -8 | 0 | -1.1
(18) Cc1ccn2cc(CCNC(=O)CC3CCCCC3)nc2c1
→ 4 | i | -5 | -4 | -10 | -1.1 | -2 | -3 | 2 | -0.6
(19) CCOc1ccc(NC(=O)CN(C)C(=O)Cn2cnc3c2c(=O)n(C)c(=O)n3C)cc1OCC
→ 0 | i | -49 | -1 | 2 | -0.5 | 3 | -1 | 0 | -0.4
(20) S=C(N/N=C/c1ccc(Cl)c(Cl)c1)Nc1ccccc1Cl
→ 12 | i | 23 | 2 | -5 | 0.0 | 4 | 2 | 23 | -0.2
(21) Cc1ccccc1-c1csc(C(O)c2ccc(F)c(F)c2)n1 (stereo not drawn)
→ -2 | i | -6 | -3 | / | 2.2 | 2 | 2 | 3 | 0.6
(22) CC(=O)Nc1ccc(NC(=S)Nc2ccc(Br)cc2)cc1
→ 0 | i | 22 | 5 | -15 | -1.8 | 9 | -4 | 0 | -0.4
(23) O=C(COC(=O)c1cc2c(s1)CCC2)Nc1ccc(F)cc1
→ 1 | i | 4 | 4 | 68* | 12 | -2 | 15 | 66* | -0.2
(24) COCCN(Cc1ccc(OC)cc1)c1c(C)nc2ccc(C(=O)Nc3ccc(NC(C)=O)cc3)cn12
→ 3 | i | 8 | -4 | / | -0.1 | -1 | 2 | -3 | 0.2

Reformatted in transposed form: part of the list above
14	COc1ccc(CCN2C(=O)c3ccccc3C2(O)c2ncc[nH]2)cc1OC (stereo not drawn)
15	Cc1ccc(NC(=O)CN(C)S(=O)(=O)c2ccc3c(c2)n(C)c(=O)c(=O)n3C)cc1
16	Cc1ccc(NC(=O)COC(=O)c2ccc([N+](=O)[O-])o2)cc1S(=O)(=O)N1CCCCCC1
17	COC(=O)c1[nH]c2cccc(OC)c2c1NC(=O)CCN1CCN(c2ccccc2OC)CC1
18	Cc1ccn2cc(CCNC(=O)CC3CCCCC3)nc2c1
19	CCOc1ccc(NC(=O)CN(C)C(=O)Cn2cnc3c2c(=O)n(C)c(=O)n3C)cc1OCC
20	S=C(N/N=C/c1ccc(Cl)c(Cl)c1)Nc1ccccc1Cl
21	Cc1ccccc1-c1csc(C(O)c2ccc(F)c(F)c2)n1 (stereo not drawn)
22	CC(=O)Nc1ccc(NC(=S)Nc2ccc(Br)cc2)cc1
23	O=C(COC(=O)c1cc2c(s1)CCC2)Nc1ccc(F)cc1

Assay by compound | 14 | 15 | 16 | 17 | 18 | 19 | 20 | 21 | 22 | 23
NadD inh | 0 | -6 | -8 | -2 | 4 | 0 | 12 | -2 | 0 | 1
Rpn11 block | i | i | i | i | i | i | i | i | i | i
PABP1 MLLE inh | -6 | 0 | 9 | -11 | -5 | -49 | 23 | -6 | 22 | 4
STEP block | 0 | 0 | -4 | 1 | -4 | -1 | 2 | -3 | 5 | 4
Scp-1 inhibitor | -10 | -3 | -14 | -3 | -10 | 2 | -5 | / | -15 | 68*
LMPTP block | -0.5 | -0.3 | -0.6 | -1.4 | -1.1 | -0.5 | 0.0 | 2.2 | -1.8 | 12
SUMO1-SIM PPI | 2 | -3 | -7 | -1 | -2 | 3 | 4 | 2 | 9 | -2
CSN inh | 0 | 1 | 0 | -8 | -3 | -1 | 2 | 2 | -4 | 15
DNMT1 block | -1 | -1 | -7 | 0 | 2 | 0 | 23 | 3 | 0 | 66*
TbMetRS inhib | -0.1 | -0.6 | -1.5 | -1.1 | -0.6 | -0.4 | -0.2 | 0.6 | -0.4 | -0.2

24	COCCN(Cc1ccc(OC)cc1)c1c(C)nc2ccc(C(=O)Nc3ccc(NC(C)=O)cc3)cn12

Assay by compound | 24
NadD inh | 3
Rpn11 block | i
PABP1 MLLE inh | 8
STEP block | -4
Scp-1 inhibitor | /
LMPTP block | -0.1
SUMO1-SIM PPI | -1
CSN inh | 2
DNMT1 block | -3
TbMetRS inhib | 0.2
